Screening results from PubChem.
CaV13 ICDI inh = Disruptors of the CACNA1D IQ motif to Ca2+-dependent inactivation inhibitor domain association, primary screening, Förster resonance energy transfer in intact living …; HEK cells, CFP/YFP FRET ICDI-IQ, plate reader, 10 min; percent FRET-ratio fall versus neutral wells; inhibition, % at 12.3 µM; 340,000 compounds, 0.098% hits; AID 743397;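 active = mean replicate inhibition of at least 30% and at least 1% of replicates passing that level; inconclusive = only one of the two criteria is met; inactive = neither criterion is met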;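 note: 0% = median of the neutral control wells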
H9c2 protect = protects H9c2 cardiomyocytes from peroxide injury; AID 588492; protection from H2O2 cell death, % at 20 µM; 360,000 compounds, 0.63% hits; H2O2 injury protection, ATPLite, 2 h;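 active = compounds giving at least 50% protection of heart cells from peroxide-induced death in the single-dose screen, raw or plate-pattern-corrected value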;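 note: 0% = DMSO wells with peroxide and 100% = DMSO wells without peroxide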
HTR2A ag = mouse HTR2A agonism via beta-arrestin recruitment. CHO-K1 mHTR2A beta-arrestin complementation, luminescence; percent of 30 µM serotonin response. activation, % at 7.6 µM. 360,000 compounds, 0.66% hits. AID 624169;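 active = activation above a run cutoff, the mean activation of all tested compounds plus 3 SD, cut at about 14% in these data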;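 note: 0% = plate median of compound wells and 100% = 30 µM serotonin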
Target sequence (P35363 whole entry, looked up): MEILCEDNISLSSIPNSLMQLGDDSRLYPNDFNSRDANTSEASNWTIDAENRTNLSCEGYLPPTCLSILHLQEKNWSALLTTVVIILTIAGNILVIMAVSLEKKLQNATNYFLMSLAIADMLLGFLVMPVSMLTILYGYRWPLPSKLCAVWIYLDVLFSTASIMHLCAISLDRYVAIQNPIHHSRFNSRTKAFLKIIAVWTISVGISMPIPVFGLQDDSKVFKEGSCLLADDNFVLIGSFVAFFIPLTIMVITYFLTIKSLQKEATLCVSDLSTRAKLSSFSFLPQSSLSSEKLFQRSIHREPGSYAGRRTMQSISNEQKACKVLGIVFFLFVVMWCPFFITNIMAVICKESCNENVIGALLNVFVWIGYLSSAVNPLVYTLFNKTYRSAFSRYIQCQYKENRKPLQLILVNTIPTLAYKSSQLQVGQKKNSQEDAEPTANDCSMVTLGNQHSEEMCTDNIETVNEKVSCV
ABCB6 inh MLPCN = inhibitors of human ABC transporter ABCB6 | K562-ABCB6 porphyrin accumulation, flow cytometry, 1 h; active compounds read low | fluorescence ratio to DMSO, % at 10 µM | 360,000 compounds, 0.19% hits | AID 602162;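 active = fluorescence ratio to DMSO below 75%, the collection mean minus 3 SD; inconclusive = too few cells collected in the well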;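 note: signal is porphyrin accumulated inside mitochondria; 100% equals median channel fluorescence of DMSO control wells; lower ratio means ABCB6 inhibition with less porphyrin fluorescence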
Vif inh = blocks HIV Vif function | inhibition, % at 7.49 µM | HEK293T cells, Vif self-association by quenched fluorescence, imaging, 24 h | 340,000 compounds, 0.35% hits | AID 602346; in the data active = inhibition above about 50%, passing the limit was not always enough; inconclusive = no clear call, values can overlap the other calls; inactive = below about 31%; note: some results filed as inactive read as strong as hits
hiPSC survival = enhancers of human iPSC single-cell survival; 360,000 compounds, 0.044% hits; hiPSC single-cell survival, ATPlite luminescence; 100% = ROCK inhibitor wells, 0% = DMSO; survival enhancement, % at 20 µM; AID 602274; in the data active = survival enhancement above about 18%;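 note: cells exposed to compounds for 16 hours before the ATP read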
PDI inh = blocks human protein disulfide isomerase activity | 350,000 compounds, 0.052% hits | inhibition, % at 10 µM | AID 588391 | PDI insulin aggregation turbidity, A650, 90 min;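 active = mean inhibition across replicates of 30% or more, whatever share of single replicates reach that level; inconclusive = mean inhibition below 30% while every single replicate reaches 30%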;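 note: absorbance from insulin aggregation driven by PDI reduction with DTT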
Target sequence (P07237 whole entry, looked up): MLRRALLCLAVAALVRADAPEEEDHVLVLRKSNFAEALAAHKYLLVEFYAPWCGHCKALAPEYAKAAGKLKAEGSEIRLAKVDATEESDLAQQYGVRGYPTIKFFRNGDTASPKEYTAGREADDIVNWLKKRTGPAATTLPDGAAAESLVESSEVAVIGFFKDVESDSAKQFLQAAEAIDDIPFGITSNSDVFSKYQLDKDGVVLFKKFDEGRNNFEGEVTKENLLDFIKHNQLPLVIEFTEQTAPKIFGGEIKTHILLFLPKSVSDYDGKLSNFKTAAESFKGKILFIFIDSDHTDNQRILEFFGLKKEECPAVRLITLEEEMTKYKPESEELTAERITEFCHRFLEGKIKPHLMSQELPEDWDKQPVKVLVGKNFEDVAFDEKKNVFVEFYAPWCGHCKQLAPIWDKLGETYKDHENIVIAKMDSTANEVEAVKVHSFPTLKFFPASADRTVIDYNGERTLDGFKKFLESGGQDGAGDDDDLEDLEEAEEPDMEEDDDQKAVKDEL
N-glyco inh = N-linked glycosylation inhibition. D54 ERlucT glycosylation luciferase reporter, 24 h; percent of 100 nM tunicamycin response. reporter increase, % at 12.5 µM. 360,000 compounds, 0.23% hits. AID 588692;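 active = mean luciferase reporter signal, scaled so untreated is 0 and the glycosylation-blocking control 100, at or above a set limit in every replicate; inconclusive = mean reaches the limit but not every replicate does; inactive = mean below the limit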;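 note: luciferase carries N-glycosylation sites so blocking glycosylation raises the light; 0% = median of neutral control wells and 100% = median of 100 nM tunicamycin wells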
Granule exo inh = blocks lytic granule exocytosis; inhibition, % at 10 µM; 360,000 compounds, 0.66% hits; AID 651702; TALL-104 LAMP-1 surface exposure, flow cytometry; cells stimulated with thapsigargin and PMA;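 active = inhibition above about 55%, limit read from the data; inconclusive = no clear call, values can overlap the other calls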
aDG glyco act = alpha-DG glycosylation activation | Pro5-aDG cells, alpha-DG glycosylation AlphaScreen (IIH6); 0% Pro5, 100% B10-LARGE cell signal | activation, % at 10 µM | 360,000 compounds, 0.22% hits | AID 624168;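 active = activation of at least 8% versus controls, or a plate z-score of at least 8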;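 note: Pro5 are CHO cells carrying HIG-tagged alpha-DG that lacks glycosylation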
* hit, by the source's call; ? = inconclusive; · = no result given.

SMILES	CaV13 ICDI inh	H9c2 protect	HTR2A ag	ABCB6 inh MLPCN	Vif inh	hiPSC survival	PDI inh	N-glyco inh	Granule exo inh	aDG glyco act
O=C(c1cc(C2CC2)on1)N1CCCC(N2CCN(c3ccc(F)cc3)CC2)C1 (configuration not stated)	-7.0	-1.1	-2.0	92.0	-4.5	0.3	4.7	0.4	-2.4	0.4
COc1ccc(NC(=O)c2c(-c3c(Cl)cccc3Cl)noc2C)cn1	-7.0	-3.9	2.6	99.0	·	-0.4	-3.4	·	1.5	0.1
CCOC(=O)c1ccc(NS(=O)(=O)c2ccc3c(c2)CCCN3C(C)=O)cc1	-4.7	-5.5	-4.9	107.0	-14.9	-3.0	4.9	1.1	-1.1	0.2
Cn1nnc(NC(=S)NC(=O)c2ccccc2)n1	-4.6	6.4	4.3	101.0	-2.7	-0.7	-0.8	0.6	3.2	-0.1
CCc1n[nH]c(=S)n1N=C1CCC(C)CC1 (configuration not stated)	-14.7	3.2	1.3	101.0	-18.8	-1.1	7.1	2.4	-1.9	0.2
CCn1c(SCC(=O)N2CC(C)OC(C)C2)nc2c([nH]c3ccccc32)c1=O (configuration not stated)	-5.6	1.1	-2.6	92.0	-9.5	-0.5	2.1	3.1	-3.3	0.0
Cc1cc(C)c2nc(NC(=O)c3ccc(OCC4CCCO4)cc3)sc2c1 (configuration not stated)	-6.6	-5.0	7.8	97.0	-0.5	-3.9	18.7	-2.6	-2.4	4.7
Cc1c(Cl)cccc1NC(=S)N1CCCN(Cc2ccc(F)cc2)C1	-1.2	42.5	-1.6	99.0	-5.3	0.0	9.4	-2.5	2.0	0.0
Cc1cc([N+](=O)[O-])cc(/C=N/n2c(C)nc3ccccc3c2=O)c1O	-0.2	31.0	0.4	98.0	-0.3	-1.0	-0.4	2.1	2.9	1.2
O=C(NCCN1CCOCC1)C(=O)NCC1OCCN1S(=O)(=O)c1ccc(F)cc1 (configuration not stated)	-10.0	4.1	1.6	104.0	-2.9	0.3	-3.5	2.0	11.6	0.3
COc1ccc(S(=O)(=O)N(C)CC(=O)Nc2ccccc2SC)cc1	0.3	0.8	2.2	99.0	·	-0.9	-2.3	-1.7	0.0	1.5
O=C(CSc1ncc(-c2ccccc2)[nH]1)Nc1ccccc1	-6.5	-5.2	-5.5	96.0	-0.7	1.2	-0.2	-0.3	1.3	-0.1
O=C(/C=C/c1cccc([N+](=O)[O-])c1)Nc1cccc(NC(=O)c2ccco2)c1	-4.7	33.7	4.5	96.0	-2.3	1.3	-8.1	-0.7	-3.8	0.4
CCNC(=O)C(=O)N/N=C/c1cc([N+](=O)[O-])ccc1O	-2.4	26.5	-11.6	104.0	-14.5	-0.7	1.4	0.2	2.4	-0.3
CC(NC(=O)CCCCCCN1C(=O)c2ccccc2C1=O)c1ccc2c(c1)CCCC2 (configuration not stated)	-2.9	-2.9	0.5	95.0	-0.3	0.2	13.3	-2.8	-10.0	0.1
CCCCn1c(N)c(N(CCOC)C(=O)C2CC(=O)N(c3cccc(SC)c3)C2)c(=O)[nH]c1=O (configuration not stated)	-5.6	0.6	-1.9	99.0	-5.6	-0.5	7.0	-0.1	-2.5	0.3
COc1ccc(OC)c(/C=C/C(=O)OCC(=O)NCc2cccs2)c1	-2.4	-2.6	-0.1	102.0	-6.2	-0.6	3.5	1.4	-2.7	-0.1
Cc1cc(N=NC(=O)c2ccccc2O)c2ccccc2c1O	-4.1	-15.4	4.3	92.0	3.8	-0.7	7.9	5.3	21.3	-0.1
COc1c2c(cc3c1C(CC(O)Cc1ccccc1)N(C)CC3)OCO2 (configuration not stated)	-17.8	-3.4	-4.5	99.0	4.7	-0.5	3.9	-1.8	32.8	-0.1
CSc1ccccc1C(=O)Nc1cc2c(cc1C(=O)O)OCCCO2	-4.3	6.1	-0.2	98.0	8.6	0.1	19.9	1.8	-1.5	0.0
C/C(=N\Nc1cc(N2CCOCC2)ncn1)c1ccccc1	5.9	-4.7	-7.7	95.0	3.2	-0.6	5.3	-14.5	-1.7	0.0
Cc1cccc(NC(=O)c2nc[nH]c2C(=O)N[C@@H](CCCCNC(=O)OC(C)(C)C)C(=O)OC(C)(C)C)c1	-11.3	1.7	-6.9	96.0	-1.0	-3.5	6.4	-0.5	7.5	1.9
CCN(CC)CCN1C(=O)c2ccccc2NC1c1ccc(N(C)C)cc1 (configuration not stated)	-0.9	18.8	0.9	94.0	-1.7	-0.8	1.0	6.9	5.6	0.1
Cn1nnnc1SCC(=O)Nc1ccccc1Cl	·	8.1	2.0	87.0	·	-2.2	8.6	-0.1	-1.6	-0.3
COc1ccc(-c2coc3cc(OC)cc(O)c3c2=O)cc1	·	-7.7	-0.3	103.0	-8.2	-2.7	-5.9	-7.3	-2.0	-0.3

(listing goes on)
SMILES	CaV13 ICDI inh	H9c2 protect	HTR2A ag	ABCB6 inh MLPCN	Vif inh	hiPSC survival	PDI inh	N-glyco inh	Granule exo inh	aDG glyco act
O=C(C[n+]1cc(-c2ccccc2)n2c1CCCCC2)c1ccc(Br)cc1	-6.8	-30.6	2.1	101.0	9.8	0.0	-8.3	2.6	6.7	-0.1
Cc1[nH]c2ccccc2c1C(=O)CN1CCCCC1CCO (configuration not stated)	1.6	-6.1	-1.2	104.0	6.8	-1.0	-1.1	-1.8	-2.4	-0.2
CC(C)Nc1ncnc2c1ncn2[C@H]1CN(Cc2ccc(Cl)cc2)C[C@@H](CO)O1	-7.4	0.4	-0.3	96.0	4.8	3.8	2.0	0.4	20.0	0.7
O=C(O)C1=C[C@H](c2ccc(C(F)(F)F)cc2)C[C@H](OCCCCO)O1	-3.3	-0.7	9.5	98.0	8.6	-0.8	0.8	3.9	-3.3	-0.1
CN(Cc1ccccc1)C(=O)c1ccc(NC(=O)Cc2cccc([N+](=O)[O-])c2)cc1	-3.4	-4.2	-2.1	94.0	-3.5	-1.1	11.3	-1.6	-2.0	0.1
CCn1cc([N+](=O)[O-])c(C(=O)N2N=C(c3ccc4ccccc4c3)CC2c2cc(Br)ccc2O)n1 (configuration not stated)	·	-24.7	3.0	96.0	·	-0.6	10.4	-1.4	6.8	1.2
CCOC(=O)C1CCCN(Cc2ccccc2OCC)C1 (configuration not stated)	-6.3	3.3	0.2	93.0	·	0.0	-7.0	-0.3	1.2	0.1
O=C(COC(=O)c1ccc(Br)o1)Nc1ccc(S(=O)(=O)N2CCCC2)cc1	-4.8	-17.1	-1.1	96.0	-2.0	-1.8	-5.8	-0.5	1.3	0.0
COc1ccc(CCNc2cc(-c3ccccc3)nc3ncnn23)cc1	-6.2	-19.1	6.8	105.0	3.6	1.1	10.4	1.6	4.2	1.0
CC(C)O/C(=N\S(=O)(=O)c1ccc(Cl)cc1)c1ccccc1	-5.5	3.4	-0.1	102.0	-7.0	-0.7	2.5	0.8	-0.9	0.1
COc1ccc(S(=O)(=O)N2CCOCC2)cc1NC(=O)COC(=O)CC1CC2CCC1C2 (configuration not stated)	-6.7	-0.6	-4.8	100.0	5.7	1.1	-10.4	1.3	-1.7	-0.2
CCOc1ccccc1CN1CCNC(=O)C1CC(=O)NCc1nccn1CC (configuration not stated)	-3.5	4.3	0.0	96.0	-5.1	-0.2	?	2.5	-2.0	0.1
CC1Cc2nc(SCC(=O)N3CCN(c4ccccc4)CC3)n(CCc3ccccc3)c(=O)c2S1 (configuration not stated)	-5.7	39.5	-1.4	94.0	·	3.1	·	-6.0	1.5	-0.6
NC(=O)c1ccccc1N=Cc1ccccn1	-3.5	78.0*	1.1	90.0	-1.8	-0.2	1.0	0.5	-0.2	0.1
CCNC(=O)NC(=O)CSc1ccccc1F	-8.9	-0.1	2.4	104.0	0.8	2.9	5.4	-0.5	-2.7	-0.4
NC(=O)c1ccccc1NC(=O)/C=C/c1ccc(Cl)cc1	-5.5	-16.2	-1.7	91.0	-5.8	-1.8	0.7	-6.5	0.9	0.1
O=C1c2nc3ccccn3c2C(=O)N1Cc1ccccc1	-9.6	9.3	-0.5	97.0	4.6	-1.0	-0.2	-2.6	-2.4	-0.3
c1ccc(-c2csc3ncnc(N4CCc5ccccc5C4)c23)cc1	-5.9	-9.4	0.7	96.0	-5.3	0.5	-0.7	-4.1	-2.1	0.1
COc1ccccc1C(=O)NCCCNc1ccc([N+](=O)[O-])cc1	-3.1	-0.2	-3.8	102.0	0.2	1.2	-2.4	0.3	-2.2	0.1
COC(=O)C(NC(=O)c1c(C)nn(C)c1Cl)c1ccccc1 (configuration not stated)	-8.3	1.4	4.2	98.0	0.3	-0.1	-1.9	2.2	-0.9	-0.1
COc1ccc(CCC(C)N2CCC(Oc3ccc(C(=O)N4CCCC4)cc3)CC2)cc1 (configuration not stated)	-6.0	7.4	-2.8	104.0	7.7	-0.5	4.6	-1.0	4.3	0.3
O=C(NCC(c1ccco1)N1CCN(c2ccc(F)cc2)CC1)C(=O)NC1CC1 (configuration not stated)	-6.1	2.1	2.6	97.0	1.0	0.6	8.1	0.9	-0.2	-0.3
CCOc1ncccc1C(=O)Nc1ccc(S(=O)(=O)Nc2cc(C)nc(C)n2)cc1	-6.3	-4.7	1.7	93.0	?	0.1	16.3	-0.6	3.0	0.2
c1ccc(-c2nnc(CN3CCC4(CC3)OCCO4)o2)cc1	-3.5	7.8	-0.2	97.0	5.6	-2.0	-1.7	-0.6	0.1	0.0
COc1ccccc1NC(=O)Cc1nnc(SCC(=O)c2ccccc2)n1C	-3.1	-3.0	-2.2	97.0	15.7	-0.5	-4.8	-1.8	13.9	0.7

Remaining list, next part.
SMILES	CaV13 ICDI inh	H9c2 protect	HTR2A ag	ABCB6 inh MLPCN	Vif inh	hiPSC survival	PDI inh	N-glyco inh	Granule exo inh	aDG glyco act
CC(CCc1ccccc1)NC(=O)CNc1cccc([N+](=O)[O-])c1 (configuration not stated)	-6.7	-8.6	-6.2	88.0	-4.0	-0.2	1.2	-2.6	6.6	0.1
COc1ccc(C(=O)NCC(c2cccnc2)N2CCN(c3ccccc3)CC2)cc1OC (configuration not stated)	11.4	13.6	3.9	102.0	-6.4	-2.2	·	0.5	-4.3	0.1
COc1ccc(C(=O)NCC(=O)OCCOc2ccc(Cl)cc2)cc1OC	-5.0	8.6	-4.8	96.0	-17.6	6.0	11.9	1.1	-15.2	-0.1
CCCC1=NN(c2ccc([N+](=O)[O-])cc2)C(=O)/C1=C\N(C)C	-3.1	-1.9	1.1	103.0	-8.6	-0.5	-6.7	0.4	2.7	-0.4
Cc1cc(C)c(C#N)c(Nc2ccc(F)cc2)n1	-6.8	-5.2	8.0	98.0	8.6	0.1	-1.3	-1.3	-10.3	0.0
COc1ccc(Cc2c(O)nc(SCC(=O)N3CCOCC3)[nH]c2=O)cc1	-3.2	4.3	2.0	94.0	-2.6	1.2	-2.1	0.5	-2.3	0.1
N#CCCn1ncn(-c2ccccc2)c1=S	·	2.7	0.0	89.0	-5.0	1.7	5.9	-1.4	-2.3	-0.2
